Bioassay records (PubChem BioAssay)
USP28 inh: blocks human USP28 ubiquitin-rhodamine cleavage | Q96RU2 | purified USP28, Ub-rhodamine cleavage fluorescence, 30 min | inhibition, % at 25 µM | actives 3% (n = 47,000) | AID 1645857
USP17 inh: human USP17-like deubiquitinase inhibition | actives 6.5% (n = 47,000) | inhibition, % at 50 µM | purified USP17, Ub-rhodamine cleavage fluorescence, 3 h | AID 1645855
USP10 block: inhibitors of human USP10 deubiquitinase | Q14694 | purified USP10, Ub-rhodamine fluorescence, 60 min | inhibition, % at 20 µM | actives 1.1% (n = 47,000) | AID 1645856
Target sequence (Q14694 whole entry, looked up): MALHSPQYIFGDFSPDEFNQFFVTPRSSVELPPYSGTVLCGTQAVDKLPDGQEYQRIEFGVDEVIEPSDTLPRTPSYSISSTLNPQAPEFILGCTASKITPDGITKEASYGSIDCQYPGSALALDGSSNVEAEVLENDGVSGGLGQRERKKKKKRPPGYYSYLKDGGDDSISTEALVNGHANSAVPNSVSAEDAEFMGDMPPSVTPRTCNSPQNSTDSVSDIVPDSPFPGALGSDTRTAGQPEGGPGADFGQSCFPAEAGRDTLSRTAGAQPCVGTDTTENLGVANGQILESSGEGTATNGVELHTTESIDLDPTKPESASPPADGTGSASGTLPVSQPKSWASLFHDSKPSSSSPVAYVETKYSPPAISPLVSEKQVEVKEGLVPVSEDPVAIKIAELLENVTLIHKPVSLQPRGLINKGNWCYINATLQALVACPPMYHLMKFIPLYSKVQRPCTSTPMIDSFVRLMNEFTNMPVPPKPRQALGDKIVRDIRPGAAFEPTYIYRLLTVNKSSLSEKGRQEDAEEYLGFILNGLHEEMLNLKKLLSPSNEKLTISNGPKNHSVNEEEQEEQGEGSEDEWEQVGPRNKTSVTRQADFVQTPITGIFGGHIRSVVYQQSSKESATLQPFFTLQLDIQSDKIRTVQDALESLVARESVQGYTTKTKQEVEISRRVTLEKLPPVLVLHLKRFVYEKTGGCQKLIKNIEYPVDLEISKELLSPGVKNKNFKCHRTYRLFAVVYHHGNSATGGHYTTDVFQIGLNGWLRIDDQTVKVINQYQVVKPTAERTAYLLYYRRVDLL
UCHL1 inh: inhibitors of human UCHL1 deubiquitinase | purified UCHL1, Ub-rhodamine cleavage fluorescence | actives 0.2% (n = 47,000) | AID 1645859 | P09936 | inhibition, % at 20 µM
Target sequence (P09936 whole entry, looked up): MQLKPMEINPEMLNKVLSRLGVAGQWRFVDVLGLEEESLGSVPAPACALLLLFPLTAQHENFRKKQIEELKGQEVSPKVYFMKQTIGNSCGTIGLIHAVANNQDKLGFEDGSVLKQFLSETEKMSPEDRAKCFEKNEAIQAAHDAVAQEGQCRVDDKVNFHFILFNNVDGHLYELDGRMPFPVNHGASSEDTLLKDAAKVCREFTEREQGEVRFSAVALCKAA
USP30 block: blocks human USP30 ubiquitin-rhodamine cleavage | purified USP30, Ub-rhodamine cleavage fluorescence | inhibition, % at 25 µM | actives 5.3% (n = 47,000)
USP8 inh: human USP8 deubiquitinase inhibition | actives 4.2% (n = 47,000) | purified USP8, Ub-rhodamine cleavage fluorescence, 30 min | P40818 | inhibition, % at 20 µM
OTUD3 block: blocks human OTUD3 ubiquitin-rhodamine cleavage | Q5T2D3 | purified OTUD3, Ub-rhodamine fluorescence, 2 h | inhibition, % at 25 µM | actives 0.7% (n = 47,000) | AID 1645858
USP7 block: blocks human USP7 ubiquitin-rhodamine cleavage; purified USP7, Ub-rhodamine cleavage fluorescence; actives 0.3% (n = 47,000); inhibition, % at 20 µM; Q93009
The depositor's hits bear a star; · = no result given. Rule as the data show it: active = inhibition above about 30%; inactive = the rest.

SMILES	USP28 inh	USP17 inh	USP10 block	UCHL1 inh	USP30 block	USP8 inh	OTUD3 block	USP7 block
CC1=C(c2ccc(C)c(C)c2)S(=O)(=O)NC1=NCC(=O)NCCc1ccc(C)cc1	31.8*	14.9	5.6	0.4	69.0*	4.0	8.7	3.1
COc1ccccc1NS(=O)(=O)c1cc(NC(=O)c2cccc(-c3ccc(O)cc3)c2)ccc1C	7.1	35.3*	12.5	6.4	30.0*	0.0	-0.1	8.3
COc1ccc(C)cc1NC(=O)C1CC(=O)NC(Nc2ccc(F)cc2)=N1 (stereo not drawn)	-7.1	-3.1	-1.9	-1.3	-0.2	-12.2	-4.8	-4.0
Cn1ncc2c(NCCc3cccs3)nc(N3CCOCC3)nc21	-6.4	-8.7	0.8	2.1	-7.1	-22.6	-8.1	-0.6
COc1ccc(S(=O)(=O)c2cnc3cc(OC)c(OC)cc3c2N2CCOCC2)cc1	3.3	2.3	-4.1	0.2	-11.0	-5.5	0.6	-0.4
CCOC(=O)c1c(-n2cccc2)c2cc(OC)ccc2n1CC(C)=O	-23.1	-17.7	-4.7	-1.4	-63.3	-2.4	-30.8	-6.3
COc1ccc(C(NS(=O)(=O)c2ccc(S(=O)(=O)N3CCOCC3)cc2)c2ccccc2)cc1 (stereo not drawn)	11.6	9.0	9.0	5.6	35.9*	-30.0	8.9	9.9
COc1cccc(CN2C[C@@H]3C[C@@H](O)CN3C[C@H]2Cc2ccccc2)c1	-29.4	-29.1	-6.7	-7.1	-76.1	-12.7	-18.5	-8.0
CCC12CN3CC(C)(CN(C1)C3c1c[nH]c3ccc(OC)cc13)C2=O (stereo not drawn)	-15.6	-22.4	-2.1	-2.9	-16.7	-11.7	-12.0	-1.5
Cc1sc(NC(=O)CN2CCCC2)c(C#N)c1C	-123.4	-131.9	-8.8	-28.5	-482.0	-12.5	-98.3	-30.7
COc1ccccc1CNC(=O)c1ccc(-c2cncnc2)nc1	4.9	6.7	-2.8	0.9	0.9	12.5	7.2	2.2
Cc1ccccc1-n1c2c(c(=O)[nH]c1=O)CN(CCc1ccccc1)CN2	8.3	10.7	0.0	0.4	10.9	-0.1	10.8	1.9
COc1ccc(Cn2c3c(c(=O)[nH]c2=O)CN(C2CCCC2)CN3)cc1	-0.5	12.9	11.4	11.4	12.9	1.4	0.0	1.0
Cc1nn(C)c(C)c1NC(=O)CN1CCCCC1c1nc2ccccc2s1 (stereo not drawn)	0.2	-0.9	-4.1	-3.0	-2.5	-1.7	1.6	-2.2
CC(=O)Nc1cccc(Nc2c(C(=O)N3CCOCC3)cnc3nc(C)ccc23)c1	-18.4	-18.3	-4.8	-3.2	-37.2	-2.5	-13.7	-0.9
CCCn1nnc2cc(S(=O)(=O)N3CCCCC3C(=O)O)ccc21 (stereo not drawn)	-4.6	3.4	0.5	-0.6	10.8	5.1	0.0	7.1
CCOc1cc2c(cc1OCC)C1CC(=O)N(c3ccc(F)cc3F)C(=O)N1CC2 (stereo not drawn)	-4.3	-6.1	-0.3	-0.9	-44.7	-12.0	-1.7	-3.3
O=C(Nc1ccc2c(c1)OCCO2)c1cc(CN2CCOCC2)on1	52.9*	·	0.8	0.0	8.7	3.6	-0.2	2.9
CCOc1cc(OCC)cc(C(=O)Nc2ccc(NC(=O)c3ccco3)c(OC)c2)c1	-66.7	-34.5	-1.2	3.5	12.7	-41.5	-19.2	2.7
Cc1ccc(OCC(=O)Nc2ccc(C)c(F)c2)c([N+](=O)[O-])n1	0.2	22.7	-1.8	0.2	-4.3	-68.9	-3.1	-14.7
O=C(c1ccc(F)cc1)[C@@H]1C2(C(=O)c3ccccc3C2=O)N2CCC[C@H]2[C@@]12C(=O)Nc1ccccc12	-0.6	-14.5	1.0	1.5	-21.2	-8.2	-3.6	-13.0
O=S1(=O)C[C@H](NC2CCCC2)[C@@H](S(=O)(=O)c2ccccc2)C1	3.7	6.7	-2.7	0.6	8.5	-2.6	8.0	1.4
CN(C)CCNC(=O)c1cc(-c2cnc(Nc3ccccc3)nc2)cn1C	-9.1	-20.3	-1.6	3.4	-22.0	-87.0	-6.2	7.1
CCc1nc(C2CCCN2CC(=O)N(C)C2(C#N)CCCCC2)no1 (stereo not drawn)	-15.4	-4.3	-4.3	-0.9	-21.2	3.5	-7.9	-0.7
O=C1[C@@H]2CCCN2c2ncccc2N1Cc1c(Cl)cccc1Cl	-4.2	-5.9	-4.3	-6.6	-14.7	-6.5	-12.4	-13.2
Cn1cncc1CN1CCC2(C/C=C/CNC(=O)c3ccccc3OCCNC2=O)CC1	4.7	6.3	-1.1	1.9	16.2	19.2	13.5	6.0
C=CCOc1nc(C)nc2c1sc1nc3c(cc12)COC(C)(C)C3	-7.2	-14.8	-0.6	-0.2	-77.6	-13.8	-10.1	0.1
CN(C)C1CCN(C(=O)c2cc(-c3cnc(-c4ccccc4)nc3)cn2C)CC1	-8.3	-23.2	0.0	-2.3	-8.4	-3.6	-5.0	-1.0
Cc1ccc(-c2noc(CCC(=O)NC3CCCC3)n2)c(=O)n1C(C)C	-7.3	-12.4	-1.1	-1.8	-30.6	-23.8	-10.7	-7.2
O=C(CN1CCC(c2nc3ccccc3[nH]2)CC1)Nc1ccc(F)cc1F	-18.5	-18.8	-0.4	-4.0	-29.5	-15.0	-12.1	-0.7
O=c1c2ccccc2c2ccccc2c(=O)n1-c1ccc2c(c1)OCO2	2.7	7.4	2.4	3.0	5.6	12.6	7.1	-3.0
CN(C(=O)COc1ccccc1F)C(c1ccccc1)c1ccccc1	23.6	24.2	7.2	3.3	26.1	27.2	22.9	3.8
COc1ccc(C(=O)NCc2csc3ccccc23)cc1	34.7*	23.9	6.4	2.9	64.2*	23.7	25.2	8.4
CCCn1c(CCC(=O)Nc2ccccc2C)nc2cc(S(=O)(=O)N3CCOCC3)ccc21	-2.4	-4.3	-4.1	-0.2	-6.8	-0.1	-5.6	0.9
Cc1c(CNCCc2ccc(Cl)cc2)c(C(=O)O)c(C)n1-c1ccccc1	12.5	27.7	-2.5	-1.2	-4.5	28.1	10.2	-4.8
O=C(O)C1CCC1C(=O)N1CCN(c2ccc(C(F)(F)F)cn2)CC1 (stereo not drawn)	8.0	11.3	0.1	0.1	3.0	12.1	7.3	0.5

Retrieved one by one from the entries so far (2):
SMILES	USP28 inh	USP17 inh	USP10 block	UCHL1 inh	USP30 block	USP8 inh	OTUD3 block	USP7 block
COc1ccc(C(=O)NCc2csc3ccccc23)cc1	34.7*	23.9	6.4	2.9	64.2*	23.7	25.2	8.4
O=C(CN1CCC(c2nc3ccccc3[nH]2)CC1)Nc1ccc(F)cc1F	-18.5	-18.8	-0.4	-4.0	-29.5	-15.0	-12.1	-0.7

(list continues)
SMILES	USP28 inh	USP17 inh	USP10 block	UCHL1 inh	USP30 block	USP8 inh	OTUD3 block	USP7 block
Fc1cccc(-c2cnc3ccc(NCCCN4CCOCC4)nn23)c1	-37.3	-24.6	-7.5	-3.3	-96.7	-8.4	-33.2	-10.2
Cc1nn(-c2ccccc2)c2c1nc(CCC(=O)NC1CC1)c(=O)n2C	9.1	12.8	2.3	2.5	18.6	-5.0	16.2	4.9
O=C(Nc1ccncc1)c1nc2c(s1)CCN(C(=O)c1cccnc1)CC2	6.4	8.7	5.1	1.9	17.4	2.2	11.8	4.5
CCN(CC(=O)Nc1cccc(F)c1)Cc1nc2ccccc2c(=O)[nH]1	-14.2	-27.0	-0.7	-3.0	-22.0	-26.8	-14.7	-6.7
Cc1ccc(OCC(=O)Nc2cc(N3CCCS3(=O)=O)ccc2C)cc1	8.6	1.1	-5.5	0.3	5.2	9.7	0.0	-4.8
Cc1cc(C)cc(C(=O)N[C@@H](C)C(=O)N2CCC3(CC2)NCCc2[nH]cnc23)c1	-18.3	-18.2	-7.9	-1.8	-40.4	0.5	-14.2	0.0
OCC(O)Cc1ccccc1 (stereo not drawn)	-18.0	-22.4	3.8	-2.3	4.6	5.5	-16.4	-1.8
COc1ccc(CC(=O)Nc2cnc3ccc(C(=O)NCc4ccncc4)cn3c2=O)cc1	2.2	30.5*	-6.2	0.0	-13.8	-11.5	5.4	1.0
Cc1nc(-c2cnccn2)n(CC(=O)Nc2cccc(C#N)c2)c(=O)c1C	0.0	-1.0	2.6	2.1	2.7	1.3	-3.4	0.5
Cc1ccc2c(C)c(C(=O)Nc3ccc4c(c3)NC(=O)CO4)oc2c1	·	28.4	-1.2	3.1	·	-0.4	6.2	4.1
COc1ccc(S(=O)(=O)Nc2ccc3nn(C)cc3c2)cc1	-13.0	33.7*	-3.6	-4.6	-62.9	77.0*	-18.1	-5.8
Cc1nn(C)c2c1[C@@H](c1cc(Cl)c3c(c1)OCCO3)[C@H](NC(=O)c1ccccc1)C(=O)N2	-9.0	-13.1	-2.6	1.4	-30.3	-37.7	-17.5	-3.6
COc1cc(O)c2c(=O)c(-c3ccc(O)cc3)coc2c1Cl	19.1	28.3	0.4	3.3	17.6	4.0	15.7	8.2
Cn1c(NC(=O)c2cccs2)c(-c2ccccn2)c(=O)c2ccccc21	-0.1	22.8	-6.2	-5.7	8.5	-0.9	-11.8	0.6
C[C@@H]1CC[C@H]2C(CN3CCc4ccccc4C3)C(=O)O[C@]23[C@H]1CC[C@@]1(C)O[C@@H]31 (stereo partly drawn)	12.7	2.8	-5.8	0.1	0.2	19.1	-4.7	0.5
Cc1nc(-c2ccc(Cl)cc2)oc1C(=O)Nc1ccc(Cl)cc1	-0.4	-1.8	24.6	0.0	-7.1	18.2	-2.4	7.8
O=C(COc1ccccc1F)N1CCC(c2[nH]nc3nccnc23)CC1	7.3	5.9	-1.1	-0.3	2.6	-49.2	6.1	0.6
O=C(NCc1cccnc1)c1cn(-c2cccc(F)c2)nn1	3.2	2.3	2.8	2.4	14.8	4.9	6.6	2.5
CC(C)Cc1ncc(CCCN=C(N)N)[nH]c1=O	-7.0	-31.3	-5.1	-8.3	-28.2	-26.1	-15.9	-5.5
O=C(COc1nc2ccccc2nc1N1CCOCC1)Nc1ccc(F)cc1	7.0	20.9	10.2	2.2	38.4*	19.6	15.7	6.0
O=C1NC2(CCN(Cc3cccc(F)c3)CC2)N=C1c1ccccc1	·	-7.3	0.0	1.4	·	-1.7	-3.0	-1.8
CC(=O)N1c2ccc(S(=O)(=O)N3CCC(C(=O)NC4CCCCC4)CC3)cc2CC1C (stereo not drawn)	3.7	-1.4	0.0	1.9	18.5	-0.4	0.8	2.7
Cc1ccc(Cn2nc(C)c(C(=O)N3CCCc4ccccc43)c2Cl)cc1	9.9	9.7	0.0	2.1	-16.4	25.3	5.2	-17.0
O=C(C(c1ccccc1)c1ccccc1)N1CCN(Cc2cccnc2)CC1	-4.7	-6.9	-1.7	-3.2	-1.5	-9.7	-0.3	-1.0
O=C(c1ccc(CN(c2ccccc2)S(=O)(=O)c2ccccc2)cc1)N1CCOCC1	-11.0	-18.1	-0.1	0.0	-12.0	-24.8	-6.7	-2.1
CC1(C)Cc2ccc3c(c2O1)C(=O)N(C(C)(C)C)C3O (stereo not drawn)	3.9	-1.5	-9.5	-5.4	9.6	-7.9	-2.5	-3.1
Cc1noc(C)c1CN1CCOC(c2ccc(F)cc2)C1 (stereo not drawn)	-4.3	-0.1	-1.0	-0.2	-0.1	-1.3	-2.3	·
O=c1c2cc([N+](=O)[O-])ccc2nc(CN2CCN(c3ncccn3)CC2)n1-c1ccccc1F	1.6	-6.9	0.1	1.2	31.8*	-127.3	8.2	-48.5

Reformatted: eleven of the compounds above.
Molecule,USP28 inh,USP17 inh,USP10 block,UCHL1 inh,USP30 block,USP8 inh,OTUD3 block,USP7 block
O=C(NCc1cccnc1)c1cn(-c2cccc(F)c2)nn1,3.2,2.3,2.8,2.4,14.8,4.9,6.6,2.5
CC(C)Cc1ncc(CCCN=C(N)N)[nH]c1=O,-7.0,-31.3,-5.1,-8.3,-28.2,-26.1,-15.9,-5.5
O=C(COc1nc2ccccc2nc1N1CCOCC1)Nc1ccc(F)cc1,7.0,20.9,10.2,2.2,38.4*,19.6,15.7,6.0
O=C1NC2(CCN(Cc3cccc(F)c3)CC2)N=C1c1ccccc1,·,-7.3,0.0,1.4,·,-1.7,-3.0,-1.8
CC(=O)N1c2ccc(S(=O)(=O)N3CCC(C(=O)NC4CCCCC4)CC3)cc2CC1C (stereo not drawn),3.7,-1.4,0.0,1.9,18.5,-0.4,0.8,2.7
Cc1ccc(Cn2nc(C)c(C(=O)N3CCCc4ccccc43)c2Cl)cc1,9.9,9.7,0.0,2.1,-16.4,25.3,5.2,-17.0
O=C(C(c1ccccc1)c1ccccc1)N1CCN(Cc2cccnc2)CC1,-4.7,-6.9,-1.7,-3.2,-1.5,-9.7,-0.3,-1.0
O=C(c1ccc(CN(c2ccccc2)S(=O)(=O)c2ccccc2)cc1)N1CCOCC1,-11.0,-18.1,-0.1,0.0,-12.0,-24.8,-6.7,-2.1
CC1(C)Cc2ccc3c(c2O1)C(=O)N(C(C)(C)C)C3O (stereo not drawn),3.9,-1.5,-9.5,-5.4,9.6,-7.9,-2.5,-3.1
Cc1noc(C)c1CN1CCOC(c2ccc(F)cc2)C1 (stereo not drawn),-4.3,-0.1,-1.0,-0.2,-0.1,-1.3,-2.3,·
O=c1c2cc([N+](=O)[O-])ccc2nc(CN2CCN(c3ncccn3)CC2)n1-c1ccccc1F,1.6,-6.9,0.1,1.2,31.8*,-127.3,8.2,-48.5

Rows were taken by chance; about 14% have a hit in one of these screens.
